# CCHF vOTU inh: CCHFV vOTU protease inhibitors, primary screen, biochemical, Pep-AMC substrate, fluorescence | AID 651958, 2012 | Crimean-Congo hemorrhagic fever virus L polyprotein viral ovarian tumor (vOTU) protease … | inhibition, % at 11.5 µM | 370,000 tested, 0.55% active; also: 0% = vehicle wells with enzyme and 100% = no enzyme wells
# DUSP3 inh: VHR1 phosphatase inhibitors, primary screen, biochemical, absorbance, uHTS; Dual specificity protein phosphatase 3 (Homo sapiens), P51452; recombinant VHR phosphatase, pNPP absorbance; inhibition, % at 13.3 µM; 290,000 tested, 0.52% active; AID 1654, 2009; in the data active = inhibition above about 50%; also: some compounds called inactive have numbers as strong as hits
# Target sequence (P51452 whole entry, looked up): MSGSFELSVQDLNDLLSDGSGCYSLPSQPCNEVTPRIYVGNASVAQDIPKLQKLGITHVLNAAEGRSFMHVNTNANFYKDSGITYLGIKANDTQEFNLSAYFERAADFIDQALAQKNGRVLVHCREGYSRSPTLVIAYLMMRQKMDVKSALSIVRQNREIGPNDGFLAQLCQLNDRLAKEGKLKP
# Rv3671c protease: Rv3671c serine protease inhibitors, primary screen, biochemical, fluorescence polarization, M. tuberculosis H37Rv | P9WHR9 | inhibition, % at 5.96 µM | 320,000 tested, 0.048% active | AID 2606, 2010; in the data active = inhibition above about 38%;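 also: extracellular domain of Rv3671c used as enzyme; 0% = enzyme with DMSO and 100% = no enzyme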
# Target sequence (P9WHR9 whole entry, looked up, the tested form may be a part): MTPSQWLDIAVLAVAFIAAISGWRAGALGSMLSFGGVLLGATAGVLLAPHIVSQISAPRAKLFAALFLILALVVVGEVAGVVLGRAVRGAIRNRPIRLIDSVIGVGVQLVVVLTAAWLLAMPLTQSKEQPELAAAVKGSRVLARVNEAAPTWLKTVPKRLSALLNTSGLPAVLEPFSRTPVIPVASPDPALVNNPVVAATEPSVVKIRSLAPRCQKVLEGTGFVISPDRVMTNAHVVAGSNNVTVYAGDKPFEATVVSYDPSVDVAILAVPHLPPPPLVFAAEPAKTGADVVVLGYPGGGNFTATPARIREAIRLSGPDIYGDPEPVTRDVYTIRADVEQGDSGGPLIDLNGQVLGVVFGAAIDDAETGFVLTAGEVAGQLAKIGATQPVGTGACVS
# Mtb FBA inh: Mtb FBA enzyme inhibitors, primary screen, biochemical, fluorescence, strain H37Rv | Fructose-bisphosphate aldolase (Mycobacterium tuberculosis (strain ATCC 25618 / H37Rv)), … | purified M. tuberculosis FBA, fluorescence read-out | inhibition, % at 1 µM | 360,000 tested, 2.3% active; in the data active = inhibition above about 27%;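 also: 0% = vehicle and 100% = reference inhibitor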
# Target sequence (P9WQA3 whole entry, looked up): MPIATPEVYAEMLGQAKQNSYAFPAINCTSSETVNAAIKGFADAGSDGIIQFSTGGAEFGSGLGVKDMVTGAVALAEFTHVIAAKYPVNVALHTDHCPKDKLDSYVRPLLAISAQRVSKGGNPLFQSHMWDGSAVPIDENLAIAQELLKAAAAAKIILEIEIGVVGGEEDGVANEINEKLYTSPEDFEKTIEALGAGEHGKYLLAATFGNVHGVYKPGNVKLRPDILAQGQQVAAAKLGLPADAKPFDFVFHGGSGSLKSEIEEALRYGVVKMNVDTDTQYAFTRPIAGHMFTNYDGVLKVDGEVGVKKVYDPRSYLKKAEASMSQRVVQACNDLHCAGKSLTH
# MazEF act: activators of E. coli MazEF toxin-antitoxin RNase, primary screen, biochemical, fluorescence, uHTS; 350,000 tested, 0.32% active; activation, % at 20 µM; AID 504720, 2011; FAM/BHQ RNA-DNA oligo cleavage fluorescence, 5 h; in the data active = activation above about 50%
# Target sequence (P0AE70 whole entry, looked up): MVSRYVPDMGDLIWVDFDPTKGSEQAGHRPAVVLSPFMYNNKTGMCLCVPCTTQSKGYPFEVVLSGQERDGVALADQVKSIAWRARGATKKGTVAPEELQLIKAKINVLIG
# BoNT F protease: BoNT/F light chain protease inhibitors, primary screen, biochemical, flow cytometry, MLPCN library; inhibition, % at 10 µM; Botulinum neurotoxin type F light chain protease (Clostridium botulinum); 360,000 tested, 0.22% active; Multiplex microsphere protease cleavage assay; in the data active = inhibition above about 35%, passing the limit was not always enough; inconclusive = no clear call, values can overlap the other calls; also: plate controls were buffer without enzyme for full effect and enzyme alone for no effect
# GDH-TPI inh: GDH-TPI coupling enzyme inhibitors, primary screen, artefact control for M. tuberculosis FBA inhibitor project, biochemical, absorbance, full deck. GDH-TPI coupled enzyme counterscreen, NADH absorbance. 360,000 tested, 1.2% active. inhibition, % at 4.8 µM;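 also: 0% = DMSO wells and 100% = wells lacking the enzyme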
# FadD28 binding: inhibitors of FadD28 bisubstrate probe binding, primary screen, biochemical, fluorescence polarization, single point. Mycobacterium tuberculosis FadD28 fatty-acid-AMP ligase. inhibition, % at 12.5 µM. AID 588549, 2011. 360,000 tested, 0.22% active; in the data active = inhibition above about 8.5%, passing the limit was not always enough; inconclusive = no clear call, values can overlap the other calls
# Mtb BioA inh: M. tuberculosis BioA enzyme inhibitors, primary screen, biochemical, plate reader, single point, HTS; 7,8-diaminopelargonic acid synthase BioA (Mycobacterium tuberculosis); inhibition, % at 9.99 µM; purified M. tuberculosis BioA enzyme; 360,000 tested, 0.096% active; in the data active = inhibition above about 40%; inconclusive = no clear call, values can overlap the other calls
# Mtb UGM inh: M. tuberculosis UGM enzyme inhibitors, primary screen, biochemical, fluorescence polarization, single point; purified UGM, fluorescence polarization probe displacement; inhibition, % at 10 µM; 320,000 tested, 0.06% active; AID 504406, 2011; in the data active = inhibition above about 10%, passing the limit was not always enough; inconclusive = no clear call, values can overlap the other calls
# Starred values were filed as active, the others as inactive; ? = inconclusive; · = no result given. Rule as the data show it, unless noted: active = inhibition above about 30%; inactive = the rest.
SMILES,CCHF vOTU inh,DUSP3 inh,Rv3671c protease,Mtb FBA inh,MazEF act,BoNT F protease,GDH-TPI inh,FadD28 binding,Mtb BioA inh,Mtb UGM inh
Cc1ccc(NC(=O)C2CC(c3ccc(F)cc3)=NO2)cc1 (stereo not drawn),-1,8,-2,-3,6,-1,-7,-1.5,-3.5,-1.6
Cc1ccc(Nc2c(F)c(F)c(F)c(F)c2C(=O)O)c(C)c1,9,13,1,2,2,-9,11,1.7,·,0.4
Cc1ccccc1OCCNC(=O)/C=C/c1ccccc1,16,-2,-8,-5,0,-6,0,-0.2,0.4,-1.7
O=C(CSc1ccccn1)Nc1cccc(S(=O)(=O)N2CCCC2)c1,-8,·,-9,1,3,-6,0,·,1.2,4.1
CC(C)c1nc(NCC2CCCO2)c(C#N)c2c1COC(C)(C)C2 (stereo not drawn),-23,-8,-2,55*,1,?,8,-5.0,0.3,-2.9
Fc1cnc(Cl)nc1N1CCN(c2ccccc2)CC1,-5,9,8,1,-2,?,3,-0.3,·,-1.8
Nc1nonc1-c1nc2ccccc2n1Cc1ccc(F)cc1,2,-2,-20,1,-17,-1,-1,-7.2,·,-2.1
C=CCN1C(=NC(=O)CC)SC2CS(=O)(=O)CC21 (stereo not drawn),14,28,1,4,3,-3,8,0.6,-0.4,2.1
COc1ccc(C(=O)NNC(=O)c2cc3cc([N+](=O)[O-])ccc3oc2=O)cc1OC,-19,8,2,0,3,-2,-3,-4.5,-2.3,0.5
O=C(Nc1ccc2nc(-c3ccccn3)[nH]c2c1)C1CCCCC1,-8,-1,8,14,-7,-23,13,-4.3,6.5,-1.3
Cc1ccc(Oc2ccc(NC(=O)Cn3ccsc3=N)cc2)cc1,-1,-15,-5,0,34,-4,-4,-8.1,·,0.6
Cc1c(C)c2ccc(OCC(=O)N3CCC(C(=O)O)CC3)c(C)c2oc1=O,-32,13,-11,119*,8,3,15,0.2,0.9,-1.1
Cc1ccccc1NC(=O)C1CCCN(c2nnc(N3CCCC3=O)s2)C1 (stereo not drawn),-1,17,-2,2,1,-7,18,0.5,-2.0,1.2
NC(=O)CC(NC(=O)Cc1ccc(Br)cc1)c1ccc(NCCN2CCCC2)c([N+](=O)[O-])c1 (stereo not drawn),34*,13,5,-2,9,-4,-7,-2.8,2.7,-2.1
Cc1cccc(NC(=S)N(Cc2ccco2)C(C)c2cccs2)c1 (stereo not drawn),-6,29,4,2,-1,-6,16,-10,-0.2,0.0
C=C1C(=O)[C@@]23C[C@H]4[C@@H]5[C@@]6(C)CCC[C@@]57[C@@H]2[C@@H](O)[C@@H]1C[C@H]3[C@H]7N4C6,-8,·,-3,-2,1,-1,2,-2.1,1.2,-1.2
Cc1ccc(C(=O)OCC(=O)NCc2ccc(Cl)cc2Cl)o1,-4,·,-8,3,2,-1,-3,-2.7,-1.0,2.6
Cc1csc(NC(=O)CSc2ccc(-c3ccccc3)nn2)n1,·,12,-2,19,8,-4,-7,-1.9,1.2,-4.5
CCCCn1c(N)c(N(CCOC)C(=O)C2CCN(S(=O)(=O)c3ccc(C)cc3C)CC2)c(=O)[nH]c1=O,0,·,5,5,-1,9,3,-1.8,2.3,2.6
COc1ccccc1N1CCN(C(CNC(=O)Oc2ccccc2)c2cccnc2)CC1 (stereo not drawn),0,4,2,1,-4,1,-4,-3.0,3.8,-3.6
Cc1ccc(NS(=O)(=O)c2ccc(N3CCN(c4ccc(O)cc4)CC3)c([N+](=O)[O-])c2)c(C)c1,19,-4,8,-1,-2,-9,11,-2.4,-0.2,2.0
COc1ccc(N(CC(=O)Nc2cccc(C(F)(F)F)c2)S(=O)(=O)c2c(C)[nH]c(=O)[nH]c2=O)cc1,16,-4,-15,-1,-2,2,4,-2.6,-0.9,0.2
CCOC(=O)C(CC)Sc1ncnc2c1nnn2-c1ccc(F)cc1 (stereo not drawn),-4,14,-3,2,2,7,11,-1.5,1.4,-1.2
CCOc1ccc(N)cc1,2,·,·,0,6,-11,-10,-0.4,0.1,·
O=C(O)c1ccc(-n2nnnc2SCc2ccccc2F)cc1,-3,9,-1,1,3,-1,5,-0.1,1.7,-2.1

# Rewritten as labelled records: entries from further up.
CCOc1ccc(N)cc1
- CCHF vOTU inh = 2
- DUSP3 inh = ·
- Rv3671c protease = ·
- Mtb FBA inh = 0
- MazEF act = 6
- BoNT F protease = -11
- GDH-TPI inh = -10
- FadD28 binding = -0.4
- Mtb BioA inh = 0.1
- Mtb UGM inh = ·
C=C1C(=O)[C@@]23C[C@H]4[C@@H]5[C@@]6(C)CCC[C@@]57[C@@H]2[C@@H](O)[C@@H]1C[C@H]3[C@H]7N4C6
- CCHF vOTU inh = -8
- DUSP3 inh = ·
- Rv3671c protease = -3
- Mtb FBA inh = -2
- MazEF act = 1
- BoNT F protease = -1
- GDH-TPI inh = 2
- FadD28 binding = -2.1
- Mtb BioA inh = 1.2
- Mtb UGM inh = -1.2
Cc1cccc(NC(=S)N(Cc2ccco2)C(C)c2cccs2)c1 (stereo not drawn)
- CCHF vOTU inh = -6
- DUSP3 inh = 29
- Rv3671c protease = 4
- Mtb FBA inh = 2
- MazEF act = -1
- BoNT F protease = -6
- GDH-TPI inh = 16
- FadD28 binding = -10
- Mtb BioA inh = -0.2
- Mtb UGM inh = 0.0

# Following part:
SMILES,CCHF vOTU inh,DUSP3 inh,Rv3671c protease,Mtb FBA inh,MazEF act,BoNT F protease,GDH-TPI inh,FadD28 binding,Mtb BioA inh,Mtb UGM inh
COc1cc(C(c2sc3nc(C)nn3c2O)N2CC(C)OC(C)C2)cc(OC)c1OC (stereo not drawn),1,11,8,1,4,-4,-1,0.2,0.1,-1.8
COc1ccc(C2CC(c3ccccc3OC(=O)/C=C/c3ccccc3)=NN2C(C)=O)cc1 (stereo not drawn),-5,17,1,-3,1,?,9,-3.9,-0.6,-0.8
CC(=O)OCC(=O)[C@@]12OC(C)(C)O[C@@H]1C[C@H]1[C@@H]3C[C@H](F)C4=CC(=O)C=C[C@]4(C)[C@@]3(F)[C@@H](O)C[C@@]12C,·,5,-2,·,7,·,·,·,3.1,-0.6
O=C(COc1ccccc1)N(Cc1ccco1)C1CCS(=O)(=O)C1 (stereo not drawn),4,15,-8,-4,5,-7,3,-3.8,·,-0.4
CCCNC(=O)C1(C)CCN(Cc2ccc(Cl)c(Cl)c2)C1 (stereo not drawn),15,·,·,0,·,2,-7,-4.5,-1.2,·
O=C(Cc1ccccc1)N1CCN(Cc2ccc(Cl)cc2)CC1,-8,·,·,2,-1,-8,5,-1.6,13,·
Cc1ccc(C(=O)N/C(=C\c2ccccc2)C(=O)NCc2ccncc2)cc1,21,·,-7,-3,5,1,19,-0.4,-1.6,0.2
CC(C)c1ccc(NC(=O)c2csnn2)cc1,-20,-8,4,-2,5,-6,-2,-1.3,1.0,1.5
CCCCN1C(=O)CN(CCc2ccccc2)C(=O)C1c1ccc(OC)cc1 (stereo not drawn),-10,11,-7,1,2,2,12,-1.7,-2.1,0.4
COc1ccc(OC)c(NC(=O)NNC(=O)CCCOc2ccc(Cl)cc2C)c1,17,5,-3,1,7,-3,-5,-4.0,·,-0.5
COc1ccc(/C=C/c2nc3ccccc3n2Cc2ccccc2OC)cc1,-8,2,-12,17,-5,-1,17,-5.2,·,1.6
COC(=O)c1cc(NC(=O)c2cc(-c3ccccc3Cl)oc2C(F)(F)F)ccc1N1CCOCC1,-7,0,-11,1,3,?,3,-0.7,-0.9,1.9
CCCSc1cc(N2CCCC2)nc(-c2ccccc2)n1,10,20,6,-1,-1,3,2,-1.0,1.7,0.3
OC(COc1ccc2c(c1)CCC2)CN1CCN(c2cccc(Cl)c2)CC1 (stereo not drawn),7,12,0,-9,-17,-24,-12,-3.3,-1.8,1.1
CCN(CC)c1ccc(/C=C2\C(=N)N3N=C(CC(=O)N4CCOCC4)SC3=NC2=O)cc1,14,-1,-9,-5,-441,12,1,-0.8,-14,-1.1
COc1cccc(NC(=O)CSc2nccn(-c3ccc4c(c3)OCCO4)c2=O)c1,0,·,-6,2,-3,-246,11,0.9,2.5,-3.0
COc1ccc(C(=O)OCC(=O)NCc2ccco2)cc1OC,-4,-12,-3,0,7,0,-11,-4.2,0.0,-1.7
NCCCN1CCN(c2ccccc2)CC1,-4,25,4,6,2,-9,12,1.1,1.0,-1.5
OCCCNC(c1ccccc1)c1ccc(O)cc1 (stereo not drawn),7,22,3,-1,4,-10,5,0.3,-1.8,-1.2
CCOC(=O)c1[nH]c2ccccc2c1NC(=O)CC(C)(C)C,1,34,0,7,6,-2,7,-3.4,3.3,1.8
COc1ccc(N2CCN(C(=O)c3ccc(NS(=O)(=O)c4ccc(F)cc4)cc3)CC2)cc1,6,45,-5,2,0,?,3,-1.9,-1.2,0.5
O=C(Nc1ccccc1)c1cc(N2CCOCC2)nc2ccccc12,-4,30,4,4,0,-10,13,-1.3,-1.8,-2.2
Cc1cc(Cl)ccc1OC(C)C(=O)NCCCn1ccnc1 (stereo not drawn),-2,27,2,-6,8,4,-4,0.3,·,3.4
Cc1nc2ccccc2nc1SCC(=O)c1ccccc1,6,10,-13,-3,-13,-1,7,-3.0,·,0.9
COc1cc2c(cc1OC)C(COc1ccccc1OC)N(C(=O)C(C)(C)C)CC2 (stereo not drawn),3,2,8,0,-8,6,-3,-0.1,-2.0,4.5
Cc1cccn2cc(CNS(=O)(=O)c3cccc(F)c3)nc12,-1,15,-3,0,6,-5,6,0.7,-2.3,-1.9
CC(C)C[C@H]1CN=C(Nc2ccccc2)N1CC1CCC(C)CC1 (stereo partly drawn),·,28,2,-1,11,-15,-6,0.4,-0.6,0.6
CCOC(=O)Cc1ccc(Nc2nc(NCCOC)nc3ccsc23)cc1,11,·,·,1,·,-5,13,-0.7,1.3,·
CN=C1SC(C(=O)Nc2ccccc2Cl)CC(=O)N1c1ccc(OC(F)(F)Cl)cc1 (stereo not drawn),-3,1,3,0,16,-8,0,-2.7,·,-1.5
C=CCSc1nnc(NC(=O)CCNC(=O)c2ccccc2Cl)s1,-5,·,·,-4,-2,0,-3,-3.1,0.6,·
CC(=O)N/N=C/c1ccc(OCCOc2ccc(Br)cc2)cc1,-16,13,0,1,6,4,1,0.6,-2.8,-1.1
CCOC(=O)c1cnc2ccc(OCC)cc2c1NCCCN1CCOCC1,20,20,0,5,-5,?,-1,2.0,-0.6,-0.6
Cc1ccc(N=C2NC(=O)/C(=C\c3ccsc3)S2)c(C)c1,23,-23,-1,-3,-8,4,33*,0.2,0.9,-1.0
CC1(C)CC2CC(C)(CN2C(=O)COC(=O)c2n[nH]c(=O)c3ccccc23)C1 (stereo not drawn),0,-1,1,0,-9,-8,8,1.4,-0.2,3.3
N#CCSc1ncnc2sc3c(c12)CCC3,-1,33,-12,-1,0,-3,-2,0.4,-1.5,-2.3
CC1CCN(S(=O)(=O)c2cc(F)ccc2CN2C(=O)c3cccnc3C2=O)CC1,4,13,0,-1,2,-2,-4,-1.2,3.4,0.4
Cc1ccccc1Nc1cccc2nonc12,9,-11,-15,0,5,11,-1,-2.4,-1.8,1.4
CN(C)S(=O)(=O)n1cnc(-c2ccccc2)c1-c1ccccc1,-8,-1,1,4,7,0,2,-1.4,10,2.5
O=C(Nc1ccc(Cl)c(Cl)c1)N(CCCN1CCOCC1)Cc1cccs1,13,29,1,8,6,-6,5,0.9,0.7,-0.9
